AID2073: disruptors of CaV2.2 binding to Mint1 – biochemical, HTRF (AID 2073); HTRF protein-protein interaction, Mint1-CaV2.2; higher % means a stronger effect; one-dose inhibition, % at 20 µM; IC50 in µM for titrated hits; actives 0.19% (n = 290,000); in the data active = inhibition mostly above about 51%, no sharp cut-off; inconclusive = no clear call, values can overlap the other calls; inactive = mostly below about 53%; also: some results filed as inactive read as strong as hits
GPR35 antagonists: GPR35 antagonists blocking zaprinast-driven arrestin recruitment, primary screen, imaging, U2OS, beta-arrestin-GFP, zaprinast agonist (AID 2058). U2OS GPR35 beta-arrestin-GFP translocation imaging, zaprinast antagonism; higher % means a stronger effect. actives 0.052% (n = 290,000). inhibition, % at 10 µM; hits with a dose series show IC50 in µM;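 active = inhibition of at least 50% with at least 30 cells and total cytoplasm GFP at most 10,000,000; inconclusive = under 30 cells or total GFP of 10,000,000 plus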
GPR55 antagonists: inhibition of LPI-stimulated GPR55 beta-arrestin translocation – imaging, U2OS, beta-arrestin-GFP, LPI agonist, primary screen (AID 2013). inhibition, % at 10 µM; hits with a dose series show IC50 in µM. actives 0.13% (n = 290,000). U2OS GPR55 beta-arrestin-GFP translocation imaging, LPI antagonism; higher % means a stronger effect;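 active = spots per cell inhibited over 60%, with over 100 cells counted and total cytoplasm intensity under 500,000; inconclusive = wells with under 100 cells, flagged as likely toxic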;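 also: U2OS cells stably carrying GPR55 and arrestin-GFP stimulated by 5 µM LPI near EC80; imaged beta-arrestin-GFP aggregate spots per cell after agonist stimulation; plate controls were LPI-stimulated DMSO wells for no effect and DMSO wells without LPI for full effect; some results filed as inactive read as strong as hits; confirmed hits need IC50 under 10 µM and bright autofluorescent wells are also inconclusive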
K1F lysis inhibition: inhibition of K1F phage lysis, E. coli UTI89, bacterial capsule biogenesis inhibitors, alamar blue (AID 488966) | E. coli UTI89 K1F phage lysis, alamar blue, 2 h; higher % means a stronger effect | inhibition, % at 100 µM, or IC50 in µM where a hit was titrated | actives 0.02% (n = 340,000);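 active = phage lysis inhibition, versus mean bacterial control, above a set limit; inconclusive = no clear call, values can overlap the other calls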;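 also: capsule biogenesis inhibitors block K1F phage lysis so surviving cells raise fluorescence; higher fluorescence means more inhibition of phage lysis; actives were called in the ten point dose series up to 300 µM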
HIV fusion peptide: cell-free HIV fusion peptide-binding blockers – biochemical, uHTS, fluorescence dequenching, primary screen (AID 1986) | inhibition, % at 20 µM; hits with a dose series show IC50 in µM | cell-free peptide binding, fluorescence dequenching, 30 min; higher % means a stronger effect | actives 0.3% (n = 290,000); in the data active = inhibition mostly above about 52%, no sharp cut-off; inactive = mostly below about 76%; also: some results filed as inactive read as strong as hits
Dengue-2 NS5 capping: flavivirus cap methylation enzyme inhibition – biochemical, confirmation dose response, primary screen (AID 588689). Dengue-2 NS5 methyltransferase capping enzyme assay, biochemical; higher % means a stronger effect. inhibition, % at 25 µM, or IC50 in µM where a hit was titrated. actives 0.3% (n = 340,000); in the data active = a potency from the dose series; inconclusive = inhibition above about 29% without an active follow-up result
NTR1 ag: agonists of NTR1, primary screen, imaging, U2OS cells, beta-arrestin-GFP, high content (AID 493036). P30989. actives 0.17% (n = 330,000). NTR1-U2OS beta-arrestin-GFP spot imaging, agonist mode. activation, % at 20 µM;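 active = activation at or above 40% of the spot to cytoplasm intensity ratio, with at least 20 cells analyzed; inconclusive = wells under 20 cells, flagged as cytotoxic or low count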;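 also: 0% = DMSO without peptide and 100% = 100 nM NTR1 peptide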
Target sequence (P30989 whole entry, looked up): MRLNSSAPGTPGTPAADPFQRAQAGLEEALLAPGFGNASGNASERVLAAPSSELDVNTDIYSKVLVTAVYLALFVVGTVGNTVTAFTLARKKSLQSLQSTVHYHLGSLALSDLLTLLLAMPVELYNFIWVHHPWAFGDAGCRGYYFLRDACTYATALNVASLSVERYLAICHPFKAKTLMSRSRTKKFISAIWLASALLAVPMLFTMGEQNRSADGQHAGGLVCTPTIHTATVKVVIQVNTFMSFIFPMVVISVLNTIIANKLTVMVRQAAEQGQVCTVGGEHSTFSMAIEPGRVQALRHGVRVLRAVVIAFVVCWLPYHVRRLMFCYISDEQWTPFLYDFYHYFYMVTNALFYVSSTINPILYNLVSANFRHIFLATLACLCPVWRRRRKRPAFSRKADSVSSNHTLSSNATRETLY
GPR55 activation: GPR55 agonists via beta-arrestin recruitment, primary screen, imaging, U2OS cells, beta-arrestin-GFP redistribution (AID 1961). one-dose activation, % at 10 µM; EC50 in µM for titrated hits. U2OS GPR55 beta-arrestin-GFP redistribution imaging; higher % means a stronger effect. actives 0.048% (n = 290,000);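 active = activation above 40% with more than 50 cells counted in the well; inconclusive = wells holding fewer than 50 cells, flagged as toxic or sparse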;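 also: U2OS osteosarcoma cells stably expressing GPR55 and beta-arrestin-GFP; plate controls were DMSO negative control for no effect and LPI positive control for full effect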
Siah-1 displacement: Siah-1 peptide-binding antagonists, primary screen, biochemical, fluorescence polarization, rhodamine-plectin, uHTS (AID 1817); actives 0.02% (n = 290,000); Siah-1 / rhodamine-plectin peptide fluorescence polarization; higher % means a stronger effect; one-dose displacement, % at 20 µM; IC50 in µM for titrated hits;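 active = displacement of at least 50% at 20 µM, with a fluorescence ratio check between 0.3 and a set limit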;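 also: plate controls were Siah plus tracer with DMSO for no effect and tracer alone without Siah for full effect; strong numbers were not always called active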
NTR1 ag cell count 20 µM: recorded beside NTR1 ag, whose call it bears; cell count; measured here: cell count, cytotoxicity flag
The depositor's hits bear a star; i = inactive; ? = inconclusive; / = no result given; [ ] = another dose, or the depositor's remark.

SMILES	AID2073	GPR35 antagonists	GPR55 antagonists	K1F lysis inhibition	HIV fusion peptide	Dengue-2 NS5 capping	NTR1 ag	NTR1 ag cell count 20 µM	GPR55 activation	Siah-1 displacement
Cn1cnnc1SCC(=O)Nc1ccc2nc(SCc3ccccc3)sc2c1	4.8%	20.8%	-6.9%	-0.1%	-1.0%	/	1.2	59	0.5%	3.1%
O=C(N/C(=C/c1ccc(Cl)cc1)C(=O)N1CCCCC1)c1ccco1	9.8%	-3.0%	11.3%	-0.3%	-1.4%	-5.8%	0.1	46	-0.1%	-6.6%
Cc1ccc(Nc2nc(NCC3CCCO3)nc(N)c2[N+](=O)[O-])cc1C (configuration not stated)	39.8%	2.4%	12.4%	1.0%[50 µM]	0.8%	-5.1%	12.3	62	-0.1%	20.9%
O=C(Nc1cccc2ncccc12)c1ccccc1[N+](=O)[O-]	2.9%	7.2%	-1.5%	0.0%	0.8%	-4.0%	-0.5	65	-0.1%	11.5%
CCCCc1ccc(NC(=S)N2CCCC2)cc1	5.6%	-9.0%	0.2%	0.2%	-1.3%	-6.0%	0.0	76	-0.1%	-2.6%
Cc1noc(NC(=O)c2cccc(C(F)(F)F)c2)c1Cl	1.4%	-6.0%	-3.3%	-0.5%	-0.2%	-7.7%	0.7	46	-0.1%	2.5%
COc1cc(NC(=O)CCCNC(=O)Cn2cnc3sc4c(c3c2=O)CCCC4)cc(OC)c1OC	7.6%	2.6%	-5.1%	0.0%	9.6%	-4.1%	-0.1	44	-0.2%	-4.2%
O=C(O)c1c(C(=O)O)c(-c2ccc(Cl)c(Cl)c2)n2c1CSC2	10.8%	-2.0%	-2.8%	-0.3%	10.1%	27.0%	0.1	73	1.1%	-0.2%
Cc1ccc(S(=O)(=O)N(C)c2cc(S(=O)(=O)N3CCC(C)CC3)c(C)cc2C)cc1	-4.6%	1.1%	11.4%	0.2%	-3.8%	-11.7%	0.3	51	0.0%	0.2%
CCOC(=O)c1c(NC(=O)CN2C(=O)NC3(CCCCC3)C2=O)sc(C)c1-c1ccc(C)cc1	9.3%	-2.1%	2.7%	3.3%	-0.3%	-4.4%	16.0	52	-0.2%	-5.2%
Cc1ccc(C(=O)NCCNS(=O)(=O)c2ccccc2)cn1	22.2%	0.2%	-2.8%	0.2%	-1.1%	-4.1%	-0.1	46	-0.2%	-2.1%
CCOC(=O)c1c(-c2ccccc2)oc2ccc(OCC(=O)NNC(=O)CCCC(=O)O)cc12	41.1%	-0.7%	-2.9%	-0.5%[50 µM]	1.1%	-5.2%	-0.7	49	-0.1%	-2.0%
COC(=O)c1[nH]c(=O)c2ccccc2c1O	7.4%	-1.3%	-0.4%	2.0%	-0.1%	0.7%	0.3	39	-0.3%	0.0%
Cc1ccc(NC2CCCN(C(=O)c3cc4ncccn4n3)C2)cc1C (configuration not stated)	-7.0%	-14.2%	7.5%	0.0%	2.1%	-10.0%	-0.5	54	-0.1%	0.1%
O=C1C=CC(=O)N1c1ccc(I)cc1Cl	11.8%	-4.7%	6.6%	/	1.3%	/	0.4	114	-0.1%	7.2%
CN(C)CCN1C(=O)C2C(C(=O)Nc3cc(Cl)cc(Cl)c3)C3C=CC2(O3)C1C(=O)NC1CCCCC1 (configuration not stated)	8.5%	14.9%	11.1%	0.6%	-1.0%	6.6%	-0.7	45	0.1%	-7.5%
CCCCOc1ccc(Cc2n[nH]c(=S)n2N)cc1	-26.2%	21.5%	2.1%	0.4%[50 µM]	-3.5%	5.2%	-1.2	60	-0.6%	1.6%
CCn1c(SCC(=O)NCc2ccco2)nnc1C(C)C	-3.4%	27.4%	1.7%	1.4%	-4.0%	-12.5%	-1.2	63	-0.3%	-1.2%
Cc1ccc(C)c(S(=O)(=O)NCc2ccc(C(=O)N3CC(C)OC(C)C3)cc2)c1 (configuration not stated)	-0.5%	-2.4%	2.3%	-0.4%	2.0%	-4.0%	-1.9	72	-0.4%	-3.5%
O=C(Cn1c(-c2ccccc2)c[n+]2ccsc12)c1ccc(Br)cc1	8.1%	7.6%	-8.1%	1.0%	1.2%	-1.7%	0.5	62	0.0%	-0.5%
C=CCn1c(SCC(=O)Nc2ccc(N3CCOCC3)cc2)nnc1-c1ccco1	6.6%	-14.6%	-10.7%	0.6%	0.7%	-12.2%	1.5	63	0.0%	-2.5%
CC(=O)c1cccc(NC(=O)c2cc(Cl)sc2Cl)c1	-3.2%	-5.8%	5.2%	1.8%	-0.5%	0.7%	-1.8	50	-0.5%	4.1%
Cc1ccc(Sc2cnc3ccccc3n2)cc1	14.5%	7.3%	0.8%	0.9%	-2.7%	-2.2%	-0.8	39	0.0%	1.5%
Cc1cc(O)c(C(=O)Nc2cccc(Cl)c2)c(=O)n1C	?	8.5%	15.2%	0.3%	1.9%	-0.9%	1.4	68	-0.2%	9.6%
O=C(O)CSC12CC3CC(C1)CC(C(=O)O)(C3)C2	-2.0%	-6.5%	-3.0%	0.1%	2.1%	-3.9%	-1.1	69	0.4%	0.4%
CCN1C(=O)CC(Sc2ccccc2C(=O)O)C1=O (configuration not stated)	6.0%	0.6%	-2.1%	-1.7%	-1.3%	-8.1%	0.5	64	0.0%	2.9%
CCOC(=O)C1(Cc2cccc(OC)c2)CCN(Cc2ccc(OC)c(OC)c2)CC1	5.5%	3.1%	9.0%	-0.3%	-0.2%	-3.2%	4.5	48	0.2%	0.8%
COc1ccc(CCNC(=O)C2CCCN2C(=O)Nc2ccc(C)cc2)cc1OC (configuration not stated)	5.0%	-4.7%	2.9%	0.8%	0.4%	2.7%	0.9	66	0.1%	0.6%
Cc1ccccc1C(=O)NC1CCN(CC(=O)NCc2ccccc2)CC1	5.2%	-15.7%	14.7%	-0.1%	1.9%	6.6%	-1.0	53	0.2%	1.1%
CN(C)/C=C1\C(=O)Nc2ccccc21	-3.5%	3.7%	-17.5%	0.1%	-1.4%	-6.1%	-2.2	47	0.2%	4.6%

Filtered by structure: those above with an aryl thioether with sulfur outside any ring (five)
SMILES	AID2073	GPR35 antagonists	GPR55 antagonists	K1F lysis inhibition	HIV fusion peptide	Dengue-2 NS5 capping	NTR1 ag	NTR1 ag cell count 20 µM	GPR55 activation	Siah-1 displacement
Cn1cnnc1SCC(=O)Nc1ccc2nc(SCc3ccccc3)sc2c1	4.8%	20.8%	-6.9%	-0.1%	-1.0%	/	1.2	59	0.5%	3.1%
CCn1c(SCC(=O)NCc2ccco2)nnc1C(C)C	-3.4%	27.4%	1.7%	1.4%	-4.0%	-12.5%	-1.2	63	-0.3%	-1.2%
C=CCn1c(SCC(=O)Nc2ccc(N3CCOCC3)cc2)nnc1-c1ccco1	6.6%	-14.6%	-10.7%	0.6%	0.7%	-12.2%	1.5	63	0.0%	-2.5%
Cc1ccc(Sc2cnc3ccccc3n2)cc1	14.5%	7.3%	0.8%	0.9%	-2.7%	-2.2%	-0.8	39	0.0%	1.5%
CCN1C(=O)CC(Sc2ccccc2C(=O)O)C1=O (configuration not stated)	6.0%	0.6%	-2.1%	-1.7%	-1.3%	-8.1%	0.5	64	0.0%	2.9%

Next section
SMILES	AID2073	GPR35 antagonists	GPR55 antagonists	K1F lysis inhibition	HIV fusion peptide	Dengue-2 NS5 capping	NTR1 ag	NTR1 ag cell count 20 µM	GPR55 activation	Siah-1 displacement
CCOc1ccc(C(=O)Nc2ccc(Cl)cn2)cc1Cl	37.1%	-3.0%	26.9%	3.0%	3.0%	-6.5%	0.0	52	-0.3%	-1.5%
COc1ccc(C(=O)/C(=C\c2ccco2)N2C=CC=CC2=C(C#N)C#N)cc1	-40.5%	19.4%	-9.2%	0.6%	0.2%	-8.2%	39.1	73	21.7%	1.5%
O=C(c1cccc(C(=O)N(c2ccccn2)C2CCCCC2)c1)N(c1ccccn1)C1CCCCC1	-10.9%	0.5%	-1.2%	0.5%	-2.2%	0.0%	0.2	21	-0.7%	-5.9%
COc1ccc(N(CC(=O)Nc2ccc3c(c2)OCCO3)S(=O)(=O)c2cccnc2)cc1	8.4%	10.2%	-0.6%	-2.7%	-1.7%	-4.4%	3.3	43	-0.3%	-2.5%
Cc1ccc(C(=O)NCCC(=O)NCc2cc(=O)n(C)c(=O)n2C)cc1	8.9%	-3.2%	-6.1%	1.6%	0.1%	-5.9%	-1.8	45	-0.2%	0.6%
O=C(NNC(=O)c1cnccn1)c1ccc(Cl)cc1	1.5%	8.5%	5.0%	1.4%	-0.6%	4.6%	-0.3	42	-0.1%	-2.7%
COc1ccc(-c2c3c([nH]c(=S)c2C#N)CCC3)cc1	-5.2%	-6.7%	-7.9%	1.1%	17.4%	-3.2%	/	/	-0.2%	2.9%
CC1(C)CC(=O)C(C=NCCN2CCN(C3CC(=O)N(c4ccc(F)cc4)C3=O)CC2)=C(O)C1 (configuration not stated)	4.3%	-1.1%	1.4%	0.3%	1.0%	-4.4%	0.2	58	-0.1%	6.0%
COC(=O)C1CCN(C(=O)c2sc3nc(-c4ccccc4)cn3c2C)CC1	-17.1%	4.9%	11.9%	-0.1%	2.3%	-8.4%	0.1	73	-0.1%	5.8%
O=C(OCC(=O)C12CC3CC(CC(C3)C1)C2)c1ccccn1	-7.5%	-0.1%	-4.2%	0.3%[50 µM]	-0.5%	1.3%	1.4	61	0.0%	4.7%
CCn1c(SCC(=O)Nc2ccc(Br)cn2)nnc1C1CC1	5.1%	-6.7%	12.3%	-0.2%	-0.5%	-3.6%	0.6	59	0.0%	-0.4%
COc1ccc(CCNc2ccc(N3C(=O)CC(C)C3=O)cc2[N+](=O)[O-])cc1OC (configuration not stated)	-9.5%	4.7%	-4.5%	0.2%	0.9%	-6.8%	2.2	69	-0.4%	-1.1%
Cc1nc(SCc2ccccc2)nc2c1CCC2	-1.1%	-3.4%	7.4%	i	-0.8%	2.5%	-0.3	84	-0.1%	-7.4%
Cc1c(Br)c([N+](=O)[O-])nn1CCCC(=O)N1CCN(c2ccccc2)CC1	-13.3%	-16.8%	15.6%	2.2%[50 µM]	0.0%	5.1%	0.9	61	-0.3%	0.1%
COc1ccccc1-c1ccc(SCC(=O)N2CCOCC2)nn1	-1.8%	2.8%	14.5%	0.2%	1.1%	-6.7%	-0.2	62	-0.1%	6.4%
COc1ccc(-c2cnc3n2CCCCC3)cc1	-29.5%	8.6%	5.3%	-1.2%	-0.2%	-5.4%	-1.2	59	-0.3%	2.5%
CCC(NC(=O)CCl)c1ccc(C)cc1 (configuration not stated)	9.1%	-14.8%	6.4%	-0.7%	-1.1%	-3.1%	0.4	36	-0.1%	-1.9%
